High-throughput results: PubChem BioAssay, National Center for Advancing Translational Sciences (NCATS)
GLA spleen mod – inhibitors or activators of human alpha-galactosidase in spleen homogenate. P06280. human spleen homogenate, 4MU-alpha-Gal fluorescence, 40 min. Potency, µM (top dose mostly 80 µM), for the others: at the highest dose activity change, negative = inhibition, usual class: inhibitors. hit rate 0.008% among 240,000. AID 2107;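 also: 0% = enzyme with vehicle and -100% = no enzyme basal signal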
Target sequence (P06280 32-429 limits assumed): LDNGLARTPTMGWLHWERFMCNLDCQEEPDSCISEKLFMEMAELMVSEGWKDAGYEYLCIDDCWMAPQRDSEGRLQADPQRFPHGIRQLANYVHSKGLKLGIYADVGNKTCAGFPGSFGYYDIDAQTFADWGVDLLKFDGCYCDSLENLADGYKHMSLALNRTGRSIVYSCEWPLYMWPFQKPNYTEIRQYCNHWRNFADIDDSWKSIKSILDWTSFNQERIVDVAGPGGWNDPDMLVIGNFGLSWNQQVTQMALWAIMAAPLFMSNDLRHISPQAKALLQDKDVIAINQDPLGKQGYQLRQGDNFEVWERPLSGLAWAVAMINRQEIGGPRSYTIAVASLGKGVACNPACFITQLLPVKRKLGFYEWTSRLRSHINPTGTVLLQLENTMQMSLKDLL
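Human spleen homogenate (1 ug) was the enzyme source, with 4-methylumbelliferyl-alpha-D-galactopyranoside (1 mM final) in pH 5.0 citrate buffer with 0.01% Tween-20. Compounds were titrated; after 40 min at 37C, NaOH/glycine stop, 4-MU fluorescence read; AC50 from Hill fits.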
GAA spleen mod – lysosomal alpha-glucosidase (human) modulation; P10253; human spleen homogenate, 4-MU-alpha-glucoside fluorescence; Potency, µM (series often up to 79.9 µM), for the others: top-dose activity change, negative = inhibition, hits mostly inhibitors; hit rate 0.006% among 240,000;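 also: 0% = enzyme with vehicle and -100% = no enzyme basal signal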
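Enzyme source: human spleen homogenate, 1 ug/well. Buffer 50 mM citric acid/K phosphate pH 5.0, 0.01% Tween-20. 4-MU-alpha-glucoside 1 mM; 37 C x 40 min; NaOH/glycine stop; fluorescence.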
Tau FP inhib – inhibitors of human tau fibril formation; P10636; K18 P301L tau heparin fibrillization, Alexa594 FP, 6 h; Potency, µM (top dose mostly 57.7 µM), without a hit: top-dose activity, negative = inhibition, hits mostly inhibitors; hit rate 0.39% among 280,000; also: % is scaled to controls: 0 for no effect and ±100 for the full control effect; nearly all actives have a fitted effect of over 55% in size
Target sequence (P10636 561-689 P618L limits assumed): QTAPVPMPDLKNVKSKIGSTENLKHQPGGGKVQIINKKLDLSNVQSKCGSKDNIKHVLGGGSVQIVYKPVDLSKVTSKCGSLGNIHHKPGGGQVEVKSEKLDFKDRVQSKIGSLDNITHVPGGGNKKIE
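FP of Alexa 594-tau after heparin (20 uM) induction. Substrate: human K18 P301L, 15 uM unlabeled, 0.24 uM labeled. Buffer 100 mM sodium acetate pH 7. 6 hr, 37 C.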
Tau fibril ThT – tau fibrillization inhibition (ThT binding); P10636; recombinant tau K18 P301L, heparin-induced fibrillization, ThT fluorescence; Potency, µM (doses to about 57.4 µM), for inactives: top-dose activity, negative = inhibition, actives largely listed as inhibitors; hit rate 2.1% among 270,000; also: % is scaled to controls: 0 for no effect and ±100 for the full control effect; nearly all actives have a fitted effect of over 55% in size
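Using a mix of unlabeled (15 uM) and Alexa 594-labeled (0.24 uM) tau K18 P301L, heparin-triggered fibrillization over 6 hr at 37 C was scored by ThT fluorescence.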
HTT ATP protect – Huntington cell model cytoprotection by ATP luminescence; PC12 HTT-Q103 induced, cytoprotection, ATP luminescence, 40 h; Potency, µM (highest dose often 56.4 µM), inactives show cytoprotection (ATP increase), actives largely listed as activators; hit rate 0.14% among 230,000; AID 1471;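 also: % of control where 0% means no effect; nearly all actives have a fitted effect of over 45% in size; toxic huntingtin expression switched on by the ecdysone agonist tebufenozide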
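Rat PC12, Q103 Htt exon1-GFP fusion, ecdysone promoter; tebufenozide inducer 100 nM final; compound titration; qHTS, 1500 cells/well; ATPlite luminescent read.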
GAA glycogen mod – alters human alpha-glucosidase cleavage of glycogen; P10253; recombinant GAA, glycogen substrate, Amplex Red glucose oxidase fluorescence; Potency, µM (highest dose often 76.4 µM), for the others: at the top dose activity change, negative = inhibition, hits mostly inhibitors; hit rate 0.38% among 300,000;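 also: 0% = full enzyme reaction and -100% = no-enzyme basal signal; the screen sought inhibitors and activators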
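Natural-substrate format: glycogen cleavage by 4 nM human enzyme, glucose read by Amplex Red coupling (Ex 573, Em 610 nm). Normalized to enzyme and no-enzyme controls.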
GAA inhib – blocks human lysosomal alpha-glucosidase. AID 1466. purified human GAA, 4-MU-alpha-glucoside fluorescence. P10253. hit rate 0.005% among 200,000. Potency, µM (top dose mostly 76.9 µM), without a hit: at the highest dose activity change, negative = inhibition, hits mostly inhibitors;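 also: plate controls were uninhibited enzyme wells for no effect and no-enzyme background for full effect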
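AC50 values come from Hill fits of compound titrations (up to 77 uM) against 4 nM human enzyme. Substrate 4-methylumbelliferyl-alpha-D-pyranoside at 400 uM, pH 5.0 citrate buffer, 20 min room temperature; fluorescence Ex 365/Em 440 after alkaline stop.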
Tau fluor cs – counter-screen for tau fibril formation inhibitors; hit rate 0.93% among 280,000; tau K18 P301L Alexa594 fluorescence, heparin fibrillization; AID 1463; Potency, µM (titrated, usually from 57.7 µM), for the others: at the top dose activity change, negative = decrease; also: % is scaled to controls: 0 for no effect and ±100 for the full control effect; nearly all actives have a fitted effect of over 55% in size
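Human tau K18 P301L (15 uM unlabeled, 0.24 uM Alexa 594-labeled) in 100 mM sodium acetate pH 7 with 20 uM heparin, 6 hr at 37 C. ThT 30 uM added, 1 hr ambient; Alexa 594 FP and total fluorescence read at 555/632 nm.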
Numbers without * were called inactive; ? = inconclusive; . = no result given; [ ] = remark or other dose. Calls follow the shape of the dose curve; as a rule, active = well fitted curve in the direction sought with a large enough effect; inconclusive = small, poorly fitted or top-dose-only effect, or another doubt; inactive = no such curve, though single readings can be large; an effect the other way counts as inactive or inconclusive. Potency is read from the fitted curve at half-maximal effect.

1	O=C(Oc1cccc(C(=S)N2CCOCC2)c1)c1cccc([N+](=O)[O-])c1
2	N#Cc1ccc(OCc2nnc3n2CCCCC3)cc1
3	Cc1nn(-c2ccccc2)c(N2CCCCC2)c1/C=N/O
4	N#Cc1c(-c2ccccc2)nc(SCC(=O)Nc2ccccc2F)[nH]c1=O
5	O=C1NC(CCc2ccccc2)C(=O)N1CCOc1ccccc1 (stereo not drawn)
6	COc1ccc(NC(=O)c2c(C(F)(F)F)nn(C)c2SCc2ccccc2)cc1
7	Cc1[nH]c2ccccc2c1/C=N/NC(=O)C1CC1(c1ccccc1)c1ccccc1 (stereo not drawn)
8	O=C(COC(=O)CCc1nc2ccccc2c(=O)[nH]1)Nc1ccc(N2CCOCC2)cc1

assay / entry	1	2	3	4	5	6	7	8
GLA spleen mod	1%	2%	11%	3%	-9%	6%	3%	3%
GAA spleen mod	-5%	3%	8%	3%	1%	1%	-3%	-5%
Tau FP inhib	2%	-3%	-4%	7%	-4%	-2%	-5%	2%
Tau fibril ThT	?	1%	-8%	5%	-1%	-6%	?	?
HTT ATP protect	6%[10 µM]	10%	-21%	.	-10%	-17%	8%[10 µM]	-13%[10 µM]
GAA glycogen mod	-2%	10%	4%	-4%	8%	?	-8%	-6%
GAA inhib	4%	-2%	-2%	2%	-2%	-5%	-9%	0%
Tau fluor cs	?	0%	-1%	-1%	-10%	-20%	5µM*[quencher]	-14%

9	O=C(NCc1ccco1)N1c2ccccc2Sc2ccccc21
10	COC(=O)C1=C(C)NC(C)=C(C(=O)OC)C1c1ccccn1
11	CC1(C)CC(=O)C2=C(C1)OC(c1cccs1)C(C#N)=C2N (stereo not drawn)
12	CC(C)=CCC/C(C)=C/CO/N=C1/C[C@@H](O)[C@@H](O)[C@@H]2[C@@H]3C(=O)N(Cc4ccccc4)C(=O)[C@H]3CC[C@H]12
13	Cc1nc(NCc2ccccc2)c2nc(-c3ccccc3)n(CC(C)(C)CN(C)C)c2n1
14	CC(C)c1nc2c(c(=O)n(C)c(=O)n2C)n1C
15	CCOC(=O)c1ccc(NC(=O)CSc2nnc(CNc3ccc(C)cc3)n2C)cc1
16	CC(C)C(NC(=O)OCc1ccccc1)C(=O)NC1CCCCC1 (stereo not drawn)

assay / entry	9	10	11	12	13	14	15	16
GLA spleen mod	5%	1%	6%	5%[17.5 µM]	9%	1%	-5%	-5%
GAA spleen mod	0%	-7%	-4%	3%[17.4 µM]	0%	-1%	-6%	-3%
Tau FP inhib	3%	14%	3%	-1%[11.6 µM]	1%	-7%	-4%	-2%
Tau fibril ThT	4%	-5%	0%	0%[11.5 µM]	2%	-7%	?	4%
HTT ATP protect	1%	4%[10 µM]	-8%	-3%[10 µM]	-28%	-3%[10 µM]	27%[10 µM]	24%[0.074 µM]
GAA glycogen mod	-6%	-17%	-6%	.	.	-7%	-7%	5%
GAA inhib	-9%	-4%	4%	.	.	.	-1%	0%
Tau fluor cs	5%	-4%	5%	-4%[11.6 µM]	-6%	-11%	-28%	2%

17	CCOc1nnc(C)c2c(C)n(-c3ccc(Cl)cc3)nc12
18	CCOC(=O)C1CCCN(C(=O)CCS(=O)(=O)c2cc3c(cc2Cl)NC(=O)CO3)C1 (stereo not drawn)
19	CNC(=O)C1CCC(=O)N1Cc1ccccc1Cl (stereo not drawn)
20	CCOc1ccc(NC(=O)C(=O)NCc2ccncc2)cc1
21	CCN(CC)C(=O)CSc1nnc(CCN)o1
22	CSCCCNC(=O)c1ccc(OC2CCN(C(=O)c3cccnc3)CC2)cc1
23	CC(C)(C)NS(=O)(=O)c1ccc(CCC(=O)O)cc1
24	Cc1ccc(/C=C(\C#N)C(=O)N2CCCC2)c(C)c1

assay / entry	17	18	19	20	21	22	23	24
GLA spleen mod	8%	.	-3%	-3%	6%	1%	-20%	4%
GAA spleen mod	-2%	.	-10%	0%	-3%	2%	-19%	-1%
Tau FP inhib	-1%	-10%	-1%	1%	-4%	5%	-3%	1%
Tau fibril ThT	-6%	7%	-5%	-6%	0%	-6%	-1%	-12%
HTT ATP protect	18%	.	-1%	-7%[10 µM]	1%	27%[10 µM]	10%[0.074 µM]	-29%
GAA glycogen mod	5%	1%[76.3 µM]	4%	14%	4%	5%	-5%	5%
GAA inhib	1%	.	-9%	10%	5%	.	3%	1%
Tau fluor cs	2%	-10%	-5%	0%	0%	4%	6%	-3%

25	Cc1ccc(Cn2c(=O)n(Cc3ccccc3Cl)c(=O)c3cccnc32)cc1
26	COc1ccc(Cc2nc(-c3ccc(-n4cccc4)cc3)no2)cc1
27	Cc1ccc(N/C=C/C(=O)C(C)(C)C)c(O)c1
28	C/C(=N\NC(=O)Cn1nnc2ccccc21)c1ccco1
29	O=C(CSc1nnnn1C1CCCCC1)NNC(=O)c1ccco1
30	O=S(=O)(Nc1cc(Sc2ncn[nH]2)c(O)c2ccccc12)c1ccccc1
31	CN(C)/C=C1/C=C(c2ccccc2)OC1=O
32	COc1cccc2[nH]c3c(N4CCC(C(N)=O)CC4)ncnc3c12

assay / entry	25	26	27	28	29	30	31	32
GLA spleen mod	.	2%	-2%	8%	-1%	15%	3%	13%
GAA spleen mod	.	-2%	-6%	6%	-1%	6%	2%	6%
Tau FP inhib	-7%	-8%	-3%	-5%	5%	25µM*	?	-3%
Tau fibril ThT	4%	-8%	-15%	-6%	-2%	11µM*	40µM*	-9%
HTT ATP protect	.	-3%	-11%	7%[10 µM]	-1%[10 µM]	-209%[inhibitor]	-14%	-3%
GAA glycogen mod	-20%[76.3 µM]	4%	40µM*	-2%	5%	?	-9%	4%
GAA inhib	.	2%	0%	13%	4%	-4%	-3%	9%
Tau fluor cs	-9%	-15%	-21%	-3%	-7%	?	-23%	-11%

33	Cc1cc(=O)[nH]c(SCC(=O)Nc2nc(-c3ccccc3)cs2)n1
34	CCOc1cc(C)c(-c2onc(C(F)(F)F)c2-c2csc(C)n2)c(O)c1
35	COCCN1Cc2cccc(C(=O)Nc3cccc(OC)c3)c2C1=O
36	O=C(CNCCN1CCOCC1)Nc1ccccc1Sc1ccccc1
37	O=C(N/N=C/c1sc(=O)[nH]c1-[n+]1ccccc1)c1ccccc1[O-]
38	CC(C)c1ccc(NC(=O)COc2ccccn2)cc1
39	CCCc1nc2ccccc2c(=O)n1NC(=O)c1c(O)c2ccccc2n(C)c1=O
40	O=C(OC1Cn2c(=O)ccc(=O)n2C1)c1ccc([N+](=O)[O-])cc1

assay / entry	33	34	35	36	37	38	39	40
GLA spleen mod	6%	5%	12%	0%	4%	8%	2%	5%
GAA spleen mod	1%	-1%	3%	-24%	-8%	0%	0%	-1%
Tau FP inhib	4%	?	-1%	3%	-3%	5%	3%	1%
Tau fibril ThT	-13%	-8%	-1%	-1%	?	3%	1%	8%
HTT ATP protect	-22%	-19%	-7%	21%[10 µM]	19%[10 µM]	10%[10 µM]	-27%[10 µM]	7%[10 µM]
GAA glycogen mod	0%	-12%	4%	0%	-8%	-5%	4%	-7%
GAA inhib	0%	5%	-2%	4%	?	1%	11%	0%
Tau fluor cs	-13%	?	-3%	1%	-3%	10%	7%	9%

Whole records from above. Order of values: GLA spleen mod, GAA spleen mod, Tau FP inhib, Tau fibril ThT, HTT ATP protect, GAA glycogen mod, GAA inhib, Tau fluor cs
COC(=O)C1=C(C)NC(C)=C(C(=O)OC)C1c1ccccn1 in the list: 1%, -7%, 14%, -5%, 4%[10 µM], -17%, -4%, -4%
O=S(=O)(Nc1cc(Sc2ncn[nH]2)c(O)c2ccccc12)c1ccccc1 in the list: 15%, 6%, 25µM*, 11µM*, -209%[inhibitor], ?, -4%, ?
CCCc1nc2ccccc2c(=O)n1NC(=O)c1c(O)c2ccccc2n(C)c1=O in the list: 2%, 0%, 3%, 1%, -27%[10 µM], 4%, 11%, 7%

Further results.
41	Cc1ccccc1S(=O)(=O)Nc1nc2ccccc2nc1NCCO
42	O=S(=O)(c1cc(Cl)ccc1Br)N1CCOCC1
43	CC(C)NC(=O)COC(=O)c1cc(F)c(F)cc1Cl
44	CCOc1ccc(NC(=S)N2CCCN(Cc3cccc(Cl)c3)C2)cc1
45	CCC1(C)Cc2ccccc2/C(=C/C(=O)N2CCCCC2)N1 (stereo not drawn)
46	CCN(CC)S(=O)(=O)c1ccc(NC(=O)CCc2c(C)nc3cc(-c4ccc(Cl)cc4)nn3c2C)cc1
47	O=C(CN1CCC(n2nnc3cc(F)ccc32)CC1)N1CCc2ccccc2C1
48	COc1ccc2[nH]c(=S)[nH]c2c1

assay / entry	41	42	43	44	45	46	47	48
GLA spleen mod	10%	-4%	-3%	-15%	0%	.	2%	6%
GAA spleen mod	0%	-5%	-3%	.	-1%	.	2%	-9%
Tau FP inhib	-2%	1%	?	6%	9%	?	9%	5%
Tau fibril ThT	-17%	-2%	-10%	-11%	-15%	10%	-11%	0%
HTT ATP protect	-3%	15%	-3%	-20%	25%[10 µM]	.	-19%[10 µM]	15%
GAA glycogen mod	8%	-10%	-3%	1%	-4%	-7%[76.3 µM]	-4%	0%
GAA inhib	4%	-2%	3%	-13%	-1%	.	6%	-3%
Tau fluor cs	-8%	0%	0%	?	-7%	-25%	0%	0%

49	CC(=O)Nc1ccc(SCC(=O)N(CCC#N)c2ccc(C)cc2)cc1
50	COc1cc(OC)c(C2C(C(=O)O)c3ccccc3C(=O)N2C)cc1OC (stereo not drawn)
51	COC(=O)c1ccncc1N
52	CCN(CC)C(=O)Oc1ccc(Br)cc1C(=O)Nc1ccc(F)c(Cl)c1
53	COc1ccc(C(=O)c2ccc(CC(=O)O)s2)cc1
54	COc1cccc(C2CC(C(F)(F)F)n3nc(C(=O)Nc4c(C)n(C)n(-c5ccccc5)c4=O)cc3N2)c1 (stereo not drawn)

assay / entry	49	50	51	52	53	54
GLA spleen mod	-8%	-7%	?	4%	7%	1%
GAA spleen mod	-5%	-1%	?	-10%	6%	-2%
Tau FP inhib	-1%	-2%	-4%	-4%	-4%	1%
Tau fibril ThT	-5%	9%	-1%	-10%	?	-5%
HTT ATP protect	5%	8%	12%	-20%[10 µM]	-60%[inhibitor]	-4%[10 µM]
GAA glycogen mod	3%	2%	6%	-6%	-6%	22%
GAA inhib	1%	-4%	?	-7%	-6%	-2%
Tau fluor cs	-12%	5%	-1%	-17%	-3%	-4%
